Bioassay records from PubChem.
CSN inh = blocks human CSN-mediated cullin deneddylation | 360,000 compounds, 0.38% hits | AID 651999 | Purified CSN, SCF-Nedd8-OG deneddylation, fluorescence polarization | inhibition, % at 12.5 µM | Q92905;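 active = pattern-corrected inhibition above about 35%, with an unprinted fluorescence ratio check between 0.5 and 1.5, limit read from the data, passing the limit was not always enough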;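 note: 0% = enzyme with substrate and 100% = substrate without enzyme; some results filed as inactive read as strong as hits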
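Assay system: Purified human Csn5 enzyme expressed in HEK293T cells | Amount: Enzyme 0.24 nM | Measured by: Fluorescence polarization readout | Medium: Tris/NaCl/DTT buffer, pH 7.5 | Compound dosing: One concentration, 12.5 µM, 0.25% DMSO | Times: 90 min incubation of compound, enzyme and substrate at room temperature | Control set: no-enzyme wells high, enzyme-with-substrate wells low | Read-out: % inhibition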
SUMO1 PPI mod = SUMO1-SIM interaction modulation; inhibition, % at 20 µM; AID 602429; 360,000 compounds, 0.33% hits; SUMO1 binding to a labelled peptide, TR-FRET, 1 h; in the data active = inhibition above about 37%
Target sequence (P63165 whole entry, looked up): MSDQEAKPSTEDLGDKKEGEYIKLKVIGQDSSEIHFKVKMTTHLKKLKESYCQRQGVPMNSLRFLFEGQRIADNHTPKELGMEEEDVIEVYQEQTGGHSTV
Neddyl block = cullin neddylation inhibition. P61081+Q13564. TR-FRET cullin neddylation, biochemical. calls only at 25 µM. 360,000 compounds, 0.58% hits; in the data active = inhibition above about 36%
Target sequence (P61081 whole entry, looked up): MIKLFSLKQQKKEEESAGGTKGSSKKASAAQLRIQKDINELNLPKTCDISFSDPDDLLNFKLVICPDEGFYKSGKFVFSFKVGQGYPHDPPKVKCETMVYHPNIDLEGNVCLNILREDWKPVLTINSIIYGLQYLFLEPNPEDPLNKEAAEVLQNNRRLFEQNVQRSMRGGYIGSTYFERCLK
Target sequence (Q13564 whole entry, looked up): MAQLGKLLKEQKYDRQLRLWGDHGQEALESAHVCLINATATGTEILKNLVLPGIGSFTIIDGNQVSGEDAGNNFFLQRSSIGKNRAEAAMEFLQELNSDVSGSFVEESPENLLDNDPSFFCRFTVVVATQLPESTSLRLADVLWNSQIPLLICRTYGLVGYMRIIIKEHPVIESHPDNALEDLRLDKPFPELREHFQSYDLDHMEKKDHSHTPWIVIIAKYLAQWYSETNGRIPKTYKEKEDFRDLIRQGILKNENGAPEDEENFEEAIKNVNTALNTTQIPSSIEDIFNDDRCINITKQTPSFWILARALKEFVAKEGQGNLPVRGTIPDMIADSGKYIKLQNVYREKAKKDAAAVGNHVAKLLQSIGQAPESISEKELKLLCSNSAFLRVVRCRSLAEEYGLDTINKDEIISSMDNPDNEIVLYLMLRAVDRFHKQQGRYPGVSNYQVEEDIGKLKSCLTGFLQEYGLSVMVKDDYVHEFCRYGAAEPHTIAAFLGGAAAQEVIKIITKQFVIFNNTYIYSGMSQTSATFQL
Scp-1 inhibitor = blocks human Scp-1 phosphatase activity; inhibition, % at 20 µM; Recombinant Scp1, phosphopeptide, malachite green phosphate absorbance; Q9GZU7; 340,000 compounds, 0.88% hits;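 active = inhibition above about 50% at 20 µM, limit read from the data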;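 note: plate controls were DMSO wells with enzyme for no effect and wells lacking enzyme for full effect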
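Test system: SCP-1 phosphatase catalytic domain, residues 76-261 | Compound dosing: One concentration, 20 µM, with 1.0% DMSO | Schedule: 45 min room-temperature reaction, 5 min colour, 30 min stabiliser | Detection: Absorbance at 630 nm | Read-out basis: % inhibition of SCP-1 phosphate liberation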
Rin1 Abl inh = human Rin1-Abl interaction inhibition | P00519+Q13671 | TR-FRET Rin1/Abl binding, biochemical | inhibition, % at 7.35 µM | 360,000 compounds, 0.4% hits | AID 588664; in the data active = inhibition above about 5%, passing the limit was not always enough
NadD block = inhibitors of Staphylococcus aureus NadD | 360,000 compounds, 0.78% hits | inhibition, % at 20 µM | purified NadD enzyme, colorimetric absorbance read-out; in the data active = inhibition above about 26%; note: some compounds past the cut are filed as inactive
LMPTP block = blocks human LMPTP phosphatase. P24666. recombinant LMPTP-A, OMFP fluorogenic substrate, fluorescence intensity. inhibition, % at 20 µM. 360,000 compounds, 0.22% hits;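 active = compounds that cut the enzyme signal by at least half of the control window in the single-dose screen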;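 note: plate controls were DMSO wells with enzyme plus substrate for no effect and substrate without enzyme for full effect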
Target sequence (P24666 whole entry, looked up): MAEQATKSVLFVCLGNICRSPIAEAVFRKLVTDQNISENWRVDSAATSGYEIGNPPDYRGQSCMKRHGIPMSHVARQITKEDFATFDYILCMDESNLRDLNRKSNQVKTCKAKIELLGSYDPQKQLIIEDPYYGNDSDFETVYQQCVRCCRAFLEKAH
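Assay system: LMPTP-A, protein tyrosine phosphatase of low molecular weight / Medium: pH 6.0 Bis-Tris buffer with DTT and Triton X-100 / Schedule: 50 min enzyme reaction at room temperature, protected from light / Measured by: endpoint fluorescence intensity from OMFP dephosphorylation / Read-out basis: % inhibition relative to no-enzyme and uninhibited control wells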
STEP block = inhibitors of human striatal-enriched phosphatase STEP; P54829; recombinant STEP, OMFP fluorogenic substrate, fluorescence; inhibition, % at 20 µM; 360,000 compounds, 0.25% hits;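 active = inhibition at 20 µM, scaled per plate between control wells, above about 37%, limit read from the data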;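 note: 0% = DMSO with enzyme and substrate and 100% = substrate only without enzyme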
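Material: STEP (striatal-enriched tyrosine phosphatase) enzyme, cell-free | Medium: 50 mM Bis-Tris pH 6.0 with 2.5 mM DTT and 0.005% Tween 20 | Read-out: Percent inhibition scaled to no-enzyme and uninhibited-enzyme controls, plate-pattern corrected | Signal: Fluorescence read at 480 nm ex / 540 nm em | Times: 20 min reaction, room temperature, in the dark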
Rpn11 inh = inhibitors of human proteasome Rpn11; 360,000 compounds, 0.59% hits; O00487; calls only at 20 µM; human 26S proteasome, Ub4-pepOG fluorescence polarization; 20S core pre-blocked with epoxomicin;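 active = inhibition at 20 µM, scaled to each plate's controls, above about 33%, limit read from the data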
DNMT1 block = blocks human DNA methyltransferase DNMT1 | P26358 | DNMT1 molecular beacon, Hinp1I cleavage, fluorescence | inhibition (reported as % activation of signal), % at 10 µM | 360,000 compounds, 0.83% hits | AID 588458; in the data active = inhibition above about 50%
* hit, by the source's call; i = inactive; / = not tested or not shown; + = active, no number. Outcome played no part in choosing rows, and some 3.8% of all compounds hit somewhere here.

nr	CSN inh	SUMO1 PPI mod	Neddyl block	Scp-1 inhibitor	Rin1 Abl inh	NadD block	LMPTP block	STEP block	Rpn11 inh	DNMT1 block	molecule
1	5	-2	i	-8	-2	-5	-1.6	4	i	-2	COc1ccc(C(C)(C)C)cc1S(=O)(=O)N1CCN(C)CC1
2	-2	5	i	-12	3	2	0.2	-1	i	5	CCn1cc(C(=O)N2CCN(c3ccc(C(C)=O)cc3)CC2)c2cc(OC)c(OC)cc2c1=O
3	-4	-3	i	-3	-3	0	-0.5	0	i	-1	O=C(Nc1ccc(N2CCCC2)c(Cl)c1)c1ccccc1[N+](=O)[O-]
4	-7	13	i	7	2	-3	-1.1	-6	i	2	Cc1nnc(SCC(=O)N2CCCCCC2)n(N)c1=O
5	1	8	i	3	6	9	1.4	-1	i	-20	CC(C)C[C@H](NC(=O)c1nc[nH]c1C(=O)NCc1ccccc1)C(=O)OCc1ccccc1
6	8	-24	i	6	-1	0	-1.7	-3	i	1	O=[N+]([O-])c1cnc2ccccc2c1
7	11	7	i	33	3	18	4.4	2	i	-5	Cc1ccc(C2=NN(C(=O)CCC(=O)O)C(c3cn(-c4ccccc4)nc3-c3ccc(C)cc3)C2)cc1 (stereo not drawn)
8	3	-2	i	-4	1	0	0.0	-1	i	0	O=C(CN1CCCCCC1)NCc1ccccc1
9	-3	-3	i	/	/	-3	-0.3	/	/	/	O=S1(=O)N[C@H](Cc2ccccc2)COc2cc(N3CC[C@H](O)C3)ccc21
10	1	-1	i	/	-2	1	-1.6	0	i	4	CC(C)NC(=O)c1ccc(CONC(=O)OCc2ccccc2)cc1
11	2	7	i	-9	1	-5	-1.1	-1	i	-1	Cn1c(C(=O)N[C@@H](C(=O)O)c2ccccc2)cc2cc(F)ccc21
12	49*	-19	i	1	-1	5	7.8	2	+	-24	Cc1[nH]c2ccccc2c1/C=N/Nc1ccc([N+](=O)[O-])cc1
13	3	0	i	5	2	-2	-1.2	0	i	-6	COc1ccc(CN2CCNC(=O)C2CC(=O)NCc2ccc(C)s2)c(OC)c1 (stereo not drawn)
14	2	-6	i	-5	-3	-2	0.7	1	i	-3	COc1ccc(/C=C/C(=O)NCC2COc3ccccc3O2)cc1OC (stereo not drawn)
15	7	-42	i	15	-7	-1	2.0	0	i	53*	CCOC(=O)Nc1cc2c(c(N)n1)N=C(c1ccccc1)CN2
16	-1	1	i	-3	1	-8	-0.8	1	i	0	COc1ccccc1NC(=O)N1CCC(c2nc3ccccc3o2)CC1
17	-2	-5	i	-6	-2	10	-1.4	0	i	-1	Nn1c(SCc2ccccc2)nnc1-c1ccccn1
18	1	3	i	-5	-1	-3	-0.1	3	i	-2	COc1ccc(-n2nnnc2SCC(=O)Nc2cccc(NC(C)=O)c2)cc1OC
19	-1	1	i	-3	-3	-6	-2.1	1	i	-3	CC1CCCN(CCCOc2ccccc2-c2ccccc2)C1 (stereo not drawn)
20	3	-1	i	/	/	/	0.2	/	/	/	O=C(NCCOc1ccccc1)C1C(=O)Nc2ccccc2C(=O)N1C1CCCCC1 (stereo not drawn)
21	5	3	i	1	-1	-5	-1.9	0	i	2	O=C(CSC1=NCCN1)NC1CCCCCC1
22	-2	-2	i	/	0	-4	-2.9	0	i	5	CN[C@H](C)C(=O)NC[C@H]1O[C@@H](n2cc(C)c(=O)[nH]c2=O)C[C@@H]1O
23	-6	-10	i	/	/	-8	0.8	/	/	/	COc1cccc(-c2oc3c(c2C#CC2(N)CCCCC2)C(O)CCC3)c1 (stereo not drawn)
24	0	-2	i	-10	0	7	0.1	1	i	0	O=c1c2c3c(sc2nc(NCCO)n1-c1ccccc1)CCCC3
25	7	4	i	-5	-4	-4	-2.0	1	i	1	COc1ccccc1C(=O)NC(=O)CSc1cccc[n+]1[O-]
26	0	5	i	-5	1	-4	-0.5	2	i	-6	CCC1(c2ccc(F)cc2)NC(=O)N(CC(=O)NC2CCCCCC2)C1=O (stereo not drawn)
27	2	3	i	-7	-1	-1	1.2	0	i	-1	CCC(CO)(CO)N(CC(=O)Nc1ccc(OC)cc1)CC(=O)Nc1ccc(OC)cc1
28	-3	1	i	-9	-1	-5	1.3	4	i	-8	FC(F)(F)c1cccc(NC(=S)NC(c2ccccc2)c2ccccc2)c1
29	5	0	i	/	1	-1	-1.1	-2	i	-2	COc1ccc(-c2cncnc2N)cc1OC
30	1	1	i	0	1	2	-0.4	-6	i	-2	CCOC(=O)c1cccnc1SC(CC)C(=O)NCc1ccco1 (stereo not drawn)
31	0	4	i	-8	1	-3	-1.7	0	i	4	O=C(c1ccncc1)N1CCN(C2CCC(c3ccccc3)CC2)CC1 (stereo not drawn)
32	-5	17	i	2	0	2	-0.1	2	i	2	CC1Cn2c(nnc2-c2ccccc2O)S1 (stereo not drawn)
33	-5	-3	i	-3	1	7	-2.3	-4	i	4	COc1n[nH]c(C(=O)Nc2cc(F)ccc2C)c1[N+](=O)[O-]
34	-2	5	i	-2	1	2	-0.5	1	i	3	O=C(COC(=O)c1cccs1)Nc1ccc(Cl)cn1
35	-1	0	i	-13	0	-2	-1.4	1	i	2	COCCNC(=O)CSc1nc2sc(C)c(C)c2c(=O)n1-c1ccccc1
36	-1	-1	i	-3	-2	1	1.9	2	i	4	O=C(CSc1ccc(-c2ccccn2)nn1)NCc1ccc(Cl)cc1
37	0	1	i	-6	0	-3	-1.4	-2	i	2	Cc1cc(C)n(S(=O)(=O)c2ccc(C)c(C)c2)n1
38	0	-1	i	-11	3	-11	3.6	-2	i	-3	COC(=O)COc1cccc(NC(=O)C(c2ccccc2)c2ccccc2)c1
39	1	-4	i	3	2	0	-0.4	-1	i	1	CN(C(=O)c1ccc(F)cc1)c1ccccc1C(=O)NCc1ccccc1
40	2	4	i	-12	-4	-3	0.5	-3	i	-1	CCOc1ccccc1NC=C1C(=O)OC2(CCCCC2)OC1=O
41	-16	-19	i	-5	2	-2	-1.3	3	i	-1	Cc1cccc(CN2CCN(Cc3cccc4nonc34)CC2CCO)n1 (stereo not drawn)
42	-2	-141	i	-13	2	-3	-8.3	-2	i	-12	CN(C)C(=O)c1ccc(NC(=O)COc2cccc(Oc3ccccc3)c2)cc1
43	-2	5	i	1	4	1	-1.0	0	i	-1	CCCN(C(=O)COC(=O)COc1c(C)cccc1C)c1c(N)n(Cc2ccccc2)c(=O)[nH]c1=O
44	-3	-4	i	-4	3	-6	-0.6	-1	i	-11	CC(C)(C)[C@H]1COC(=O)[C@H](NC(=O)OCC2c3ccccc3-c3ccccc32)C/C=C\C[C@@H](CC(=O)N[C@H](CO)Cc2ccccc2)C(=O)N1
45	-3	1	i	-1	-1	6	-1.8	-3	i	-1	COC(=O)CC1=Nc2ccccc2NC(=O)C1
46	-1	3	i	-8	-2	6	1.8	0	i	2	CN(C[C@@H](Cc1cccc2ccccc12)N(C[C@H](Cc1ccccc1)N(CCc1ccccc1)N=O)N=O)N=O
47	3	-2	i	-13	2	-8	3.0	-2	i	-5	S=C(NCCSCc1c(Cl)cccc1Cl)Nc1ccccc1
48	-2	8	i	-11	5	-2	-0.5	2	i	0	COC(=O)Cc1ccc(NC(=S)Nc2cccc(C)n2)cc1
49	1	-1	i	-2	4	-5	-3.1	-1	i	1	O=c1c(Cc2ccc(F)cc2)c(O)ccn1C1CCCCC1
50	-6	-2	i	-2	2	5	-2.1	-2	i	1	O=C(CCN1C(=O)c2ccccc2C1=O)Nc1ccccc1C(=O)N1CCOCC1
51	-7	0	i	-9	-6	-2	-1.4	1	i	2	CC(=O)C1=C(O)C(=O)N(Cc2ccco2)C1c1cccc(F)c1 (stereo not drawn)
52	2	-19	i	6	-1	5	0.4	1	i	1	Cc1nc(SC2CC(=O)N(c3ccc([N+](=O)[O-])cc3)C2=O)nc2c1CCCC2 (stereo not drawn)
53	6	-11	i	1	3	-4	0.7	2	i	-1	CC(=O)c1cccc(NC(=O)c2ccc3c(c2)C(=O)N(Cc2cccnc2)C3=O)c1
54	-1	-2	i	5	-1	11	-0.6	-1	i	2	CCN(C(=O)COC(=O)CCNS(=O)(=O)c1ccccc1F)c1c(N)n(Cc2ccccc2)c(=O)[nH]c1=O
55	-4	-1	i	-2	-2	10	-1.1	-2	i	2	CCC(NC(=O)CCl)c1ccc(C)cc1 (stereo not drawn)
56	-4	-4	i	0	2	-4	-1.7	-3	i	2	CCCOc1ccccc1C(=O)N(Cc1cccs1)C1CCS(=O)(=O)C1 (stereo not drawn)
57	3	4	i	-6	-1	3	-1.9	45*	i	0	CCOc1cc(C(=O)NCCC(=O)N2CCC3(CC2)NCCc2[nH]cnc23)cc(OCC)c1OCC

Some of the entries so far, with values under each structure:
Results follow in this order: CSN inh, SUMO1 PPI mod, Neddyl block, Scp-1 inhibitor, Rin1 Abl inh, NadD block, LMPTP block, STEP block, Rpn11 inh, DNMT1 block
44) CC(C)(C)[C@H]1COC(=O)[C@H](NC(=O)OCC2c3ccccc3-c3ccccc32)C/C=C\C[C@@H](CC(=O)N[C@H](CO)Cc2ccccc2)C(=O)N1
 : -3, -4, i, -4, 3, -6, -0.6, -1, i, -11
45) COC(=O)CC1=Nc2ccccc2NC(=O)C1
 : -3, 1, i, -1, -1, 6, -1.8, -3, i, -1
46) CN(C[C@@H](Cc1cccc2ccccc12)N(C[C@H](Cc1ccccc1)N(CCc1ccccc1)N=O)N=O)N=O
 : -1, 3, i, -8, -2, 6, 1.8, 0, i, 2
47) S=C(NCCSCc1c(Cl)cccc1Cl)Nc1ccccc1
 : 3, -2, i, -13, 2, -8, 3.0, -2, i, -5
